MMP13 inhibition: MMP13 inhibitors among fluorescent compounds, confirmation, biochemical, possible fluorescent artifacts, delta fluorescence (AID 734). inhibition, %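 (each compound tested at 4 µM nominal in triplicate)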. MMP13 fTHP FRET cleavage, delta fluorescence 4 h; hits give high values. 5,100 tested, under 10 active;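 active = inhibition above the mean inhibition over all tested compounds plus 3 SD, cut at about 75% in these data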;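 note: 0% = DMSO only wells and 100% = 8 µM reference MMP13 inhibitor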
* = called active by the depositor. Some of the compounds tested; the hit share may differ from the screen's.

SMILES	MMP13 inhibition
CC(C)CCNC(=O)CN(CC1CCCO1)C(=O)CCC(=O)Nc1ccccn1 (configuration not stated)	5
CN(C)C(=O)N1CCCC(C(=O)NCc2ccccc2Cl)C1 (configuration not stated)	-1
Cc1nc2ccccc2c2oc(C(=O)NCc3ccccn3)cc12	3
O=C(CCCOc1ccccc1)N1CCN(c2ccccn2)CC1	5
O=c1c2ccccc2nc2n1CCN2Cc1ccc(Cl)cc1	3
CCOc1ccc2nc(C)cc(C(=O)O)c2c1	6
COCc1cc(=O)n2c(-c3ccccc3OC)n[nH]c2n1	6
C=CCn1c(N)c(S(=O)(=O)c2cccs2)c2nc3ccccc3nc21	7
CN(C)c1ccc(-c2nc3ccccc3n2C)cc1	10
CCCOC1CCCN(C(=O)c2cc(Cl)c(Cl)cc2C(=O)O)C1 (configuration not stated)	7
CCOC(=O)CC(=O)CSc1nc2c(c(C)c1C#N)CCC2	-35
O=C1CCC(=O)N1c1nc2nc(-c3ccccc3)cc(-c3ccccc3)n2n1	-54
COCCNc1oc(-c2ccc(C)cc2)nc1C#N	-1
COc1ccc(OC)c(N=c2oc3cc(O)ccc3cc2C(N)=O)c1	2
N#Cc1nc(-c2ccccc2F)oc1NCc1cccc2c1OCO2	-8
CCc1nnc(NC(=O)CCC(=O)N2CCN(CCOc3ccc(C)cc3)CC2)s1	5
CCCCNC(=O)c1cc(-c2ccc(OC)cc2)on1	5
COc1cc2c(cc1OC)C(C(=O)O)C(c1ccc(C)o1)N(C)C2=O (configuration not stated)	4
COc1cc(-c2nn3c(-c4cccnc4)nnc3s2)cc(OC)c1OC	1
C=C(Cl)COc1ccc2c(CC)cc(=O)oc2c1	6
COc1cccc(NC(=O)CSc2nnc(Cc3cccn3C)n2-c2ccc(F)cc2)c1	1
c1ccc2c(-c3nc(-c4ccncc4)no3)cccc2c1	4
O=C(O)COc1ccc2nsnc2c1Cl	5
CC(=O)c1c(C)nn(CC(O)Cn2c3c(c4cc(C)ccc42)CCCC3=O)c1C (configuration not stated)	3
CCc1nc(N2CCN(C(=O)c3ccccc3)CC2)c(C#N)c2c1COC(C)(C)C2	8
Cn1c(=O)c2c(nc(SCCCC#N)n2Cc2ccccc2F)n(C)c1=O	0
Cc1cc(N2CCCCCC2)nc(-c2ccccc2O)n1	3
O=C(Nc1cccc(-c2nc3cccnc3s2)c1)c1ccco1	0
CC(=O)Nc1c(-c2ccc(F)cc2)nc2ccccn12	-2
O=C(Cc1ccccc1)Nc1ccc2oc(-c3ccncc3)nc2c1	-4
Nc1ccc(-c2nc3ccc(-c4nc5ccccc5o4)cc3[nH]2)cc1	-93
COc1ccc2nc3oc(C(=O)N4CCCCC4)cc3cc2c1	0
N#CCSc1nc2[nH]ncc2c(=O)n1-c1ccccc1Br	5
Cc1ccc(C2Nc3ccccc3C(=O)N2Cc2ccco2)cc1 (configuration not stated)	2
CCOC(=O)c1cnc(-n2nc(C)cc2C)nc1NC	2
CN1C(=O)c2ccccc2N(C)C1c1ccc2c(c1)OCO2 (configuration not stated)	-5
COc1ccc(C2C=C(c3ccc(Br)cc3)Nc3nc(N4C(=O)CCC4=O)nn32)cc1 (configuration not stated)	0
O=C(O)c1cc2cc(OCc3ccccc3)ccc2[nH]1	9
COc1ccccc1-c1c(C)oc2c(CN3CCN(C)CC3)c(O)ccc2c1=O	11
O=C(CC1c2ccccc2Oc2ccccc21)N1CCN(c2ccccn2)CC1	3
Cc1c(OC(=O)CNC(=O)OC(C)(C)C)ccc2c3c(c(=O)oc12)CCC3	-54
COc1cccc2c(=O)c(C(=O)NCc3cccs3)c[nH]c12	1
COc1ccc(-c2[nH]c(-c3ccc(F)cc3)nc2SCC(=O)NCc2ccco2)cc1OC	2
CC1(C)CC(=O)c2cc(OCC(=O)NCC3CCCO3)ccc2O1 (configuration not stated)	6
CCCC(c1nnnn1C1CCCC1)N1CCN(C(=O)c2ccco2)CC1 (configuration not stated)	7
COc1ccc(OC)c(C(c2nnnn2CC2CCCO2)N2CCN(C3CCCC3)CC2)c1 (configuration not stated)	7
CCn1c(=N)c(C(=O)NCCCOC)cc2c(=O)n3cccc(C)c3nc21	-82
COc1cccc2sc(Nc3nnc(-c4ccccc4Cl)o3)nc12	4
O=C1CCCC2=C1C(c1ccncc1)c1c(nc(SCc3ccccc3)[nH]c1=O)N2 (configuration not stated)	-5
CC1=C(C(N)=O)C(c2cccnc2)n2nc(-c3cccc(Cl)c3)nc2N1 (configuration not stated)	5
O=C1c2cccc3cccc(c23)C(=O)N1c1nncs1	6
COc1ccc2oc(=O)c(C(=O)O)cc2c1	8
Cn1c(-c2ccc(CN3CCCCC3)o2)nc2ccccc21	-4
COc1ccc(C(=O)N2CCCC(c3ccccc3)C2)cc1 (configuration not stated)	4
CCOC(=O)Cc1c(C)nc2c(-c3ccccc3)c[nH]n2c1=O	15
CCCc1cc(=O)oc2c(CN3CCCC3)c(O)c(Cl)cc12	-32
CCN1CC=C2C(C#N)=C(N)C(C#N)(C#N)C(c3cc(Cl)ccc3Cl)C2C1 (configuration not stated)	3
COC(=O)c1ccc(C2C(C#N)=C(C)NC3=C2C(=O)CC(C)(C)C3)cc1 (configuration not stated)	-12
CCOC(=O)Cc1c(C)nc2cc(-c3ccc(Cl)cc3)[nH]n2c1=O	5
CCC(C)NC(=O)C1c2ccccc2C(=O)N1Cc1cc(OC)ccc1OC (configuration not stated)	1

Part of the list above in another layout:
canonical_smiles,MMP13 inhibition
O=C1CCCC2=C1C(c1ccncc1)c1c(nc(SCc3ccccc3)[nH]c1=O)N2 (configuration not stated),-5
CC1=C(C(N)=O)C(c2cccnc2)n2nc(-c3cccc(Cl)c3)nc2N1 (configuration not stated),5
O=C1c2cccc3cccc(c23)C(=O)N1c1nncs1,6
COc1ccc2oc(=O)c(C(=O)O)cc2c1,8
Cn1c(-c2ccc(CN3CCCCC3)o2)nc2ccccc21,-4
COc1ccc(C(=O)N2CCCC(c3ccccc3)C2)cc1 (configuration not stated),4
CCOC(=O)Cc1c(C)nc2c(-c3ccccc3)c[nH]n2c1=O,15
CCCc1cc(=O)oc2c(CN3CCCC3)c(O)c(Cl)cc12,-32
CCN1CC=C2C(C#N)=C(N)C(C#N)(C#N)C(c3cc(Cl)ccc3Cl)C2C1 (configuration not stated),3
COC(=O)c1ccc(C2C(C#N)=C(C)NC3=C2C(=O)CC(C)(C)C3)cc1 (configuration not stated),-12
CCOC(=O)Cc1c(C)nc2cc(-c3ccc(Cl)cc3)[nH]n2c1=O,5
CCC(C)NC(=O)C1c2ccccc2C(=O)N1Cc1cc(OC)ccc1OC (configuration not stated),1

Later entries:
SMILES	MMP13 inhibition
CCCCCCC1CC(CSc2ncn[nH]2)OC1=O (configuration not stated)	7
CCOc1ccccc1C1C(C#N)=C(N)SC(N)=C1C#N	8
CC1CCCC(C)N1C(=O)CSc1nnc(-c2c[nH]c3ccccc23)o1 (configuration not stated)	6
O=C(NC1CCN(Cc2nnnn2CCc2ccccc2)CC1)c1ccccc1F	8
CCCCC(=O)Nc1ccc2oc(-c3cccnc3)nc2c1	6
COc1cccc(-c2nnc(Nc3nc4c(F)cccc4s3)o2)c1	104*
O=C(CCn1c(=O)c2sccc2n(Cc2cc(=O)n3ccccc3n2)c1=O)NCc1ccco1	0
Nc1ccc[n+](Cc2ccccn2)c1	4
Cc1ccc2[nH]c(=O)c(-c3noc(C(C)C)n3)cc2c1	0
O=S(=O)(NCCC1=CCCCC1)c1cccc2nsnc12	-1
N#Cc1nc(-c2ccco2)oc1NCCN1CCOCC1	7
N=c1c(C(=O)NC2CCCC2)cc2c(=O)n3ccccc3nc2n1C1CCCC1	-86
CCOc1c(C(N)=O)c(-c2ccccc2)c2c(=O)[nH]c3ccccc3n12	-4
CCOCCCNC(=O)c1cc2c(-c3ccc(Cl)cc3)nn(C)c2s1	1
Cc1c(-c2ccccc2)nc(N)c(C#N)c1-c1ccco1	1
CC1(C)Cc2ccccc2-c2nc(NCCO)n(-c3ccccc3)c(=O)c21	6
CCOc1ccc2nc(NCCNC(=O)C(C)C)c(C)cc2c1	-9
COc1ccc2[nH]c(=O)c(CN(Cc3nnnn3CCc3ccccc3)CC3CCCO3)cc2c1 (configuration not stated)	3
COc1ccc(-n2c(O)c(/C=N/n3cnnc3)c3ccccc3c2=O)cc1	4
O=C(CC1Nc2ccccc2NC1=O)NCc1cccnc1 (configuration not stated)	4
COCCNC(=O)c1c(N)n(/N=C/c2cccs2)c2nc3ccccc3nc12	-7
O=C(CCS(=O)(=O)Cc1ccccc1F)N1CCc2ccccc2C1	6
COc1ccc(-c2c3c(=O)n(C)c(=O)n(C)c3cn2-c2cc(OC)ccc2OC)cc1	4
Clc1ccc(-c2nnc(-c3ccco3)o2)cc1	6
N#Cc1nc(-c2ccc(Cl)cc2)oc1NCc1cccc2c1OCO2	-32
O=C(Nc1nccs1)c1cccc(S(=O)(=O)N2CCOCC2)c1	3
CCCSC1=C(C#N)C(c2ccc(OC)cc2)C2=C(CC(C)(C)CC2=O)N1 (configuration not stated)	0
CCOC(=O)c1cc2c(=O)n3ccccc3nc2n(CCCOC)c1=NC(C)=O	-120
O=C(COC(=O)c1cc(-c2cccs2)nc2ccccc12)NCc1ccco1	4
CCOC(=O)c1cc2c3ccccc3n(CC)c2nc1N	-18
O=C(Nc1ccc2oc(-c3ccccc3)nc2c1)c1ccc2c(c1)OCCO2	4
O=C(COC(=O)c1ccccn1)Nc1ccccc1Cl	3
Cc1ccc2c(Cl)cc(Cl)c(OCc3c(C)noc3C)c2n1	2
Cc1cc(-c2ccccc2)nn1-c1nc2c(c(=O)[nH]c(=O)n2C)n1C	7
COc1ccc(-n2c(N)c(C(=O)NCc3ccco3)c3nc4ccccc4nc32)c(OC)c1	4
Nc1c(S(=O)(=O)c2ccccc2)c2nc3ccccc3nc2n1/N=C/c1cccc(O)c1	-4
Cn1c(C(=O)NCc2ccccn2)cc2c(=O)n3ccccc3nc21	1
COC(=O)C1(C)Nc2ccccc2C(=O)N1c1ccccc1C (configuration not stated)	-2
O=c1[nH]c2cc3c(cc2cc1CN(Cc1ccccc1)Cc1nnnn1Cc1ccco1)OCCO3	5
Cc1cc(C)nc(NC(=O)c2cnc3sccn3c2=O)n1	5
CCN(CC)CCNC(=O)c1c(O)c2cc(OC)c(OC)cc2[nH]c1=O	-18
Cc1nn(-c2ccccc2)c2sc(C(=O)c3c(N)n(C)c(=O)n(C)c3=O)cc12	4
COc1ccc(S(=O)(=O)N2CCCC(C(=O)Nc3ccc(NC(=O)c4ccccn4)cc3)C2)cc1 (configuration not stated)	5
CN1CCN(CCCNC(=O)c2cc3c(-c4ccc(Cl)cc4)nn(C)c3s2)CC1	-4
c1ccc(-n2ncc3c(NCc4ccccn4)ncnc32)cc1	5
CCN(CC)c1ccc(-c2c(C#N)c(N)nc(OC)c2C#N)cc1	-25
Cc1cc(C)c2c(n1)nn1c(N3CCN(c4ccccc4)CC3)cc(C)nc21	-3
CCC(NC(=O)OC(C)(C)C)C(=O)Oc1ccc2c3c(c(=O)oc2c1)CCC3 (configuration not stated)	-115
COc1ccccc1-c1nnc(N(C)C(=O)C2CCCO2)s1 (configuration not stated)	-9
COC(=O)c1cc(-c2ccc3c(c2)OCO3)nc2ccccc12	0
CCOC(=O)N1CCN(c2ncnc3c2[nH]c2ccc(OC)cc23)CC1	-13
CCN(CC)CCNC(=O)CCCCn1c(=S)[nH]c2c([nH]c3ccc(OC)cc32)c1=O	0
Cc1cc(OCC(=O)N2CCOCC2)cc2oc(=O)c3ccccc3c12	-8
CCCN(Cc1cc2cc(OC)ccc2[nH]c1=O)C(=O)c1ccncc1	5
Nc1ccc(-c2nc3c(Cl)cc(N)cc3[nH]2)cc1	22
Cc1ccc(-c2cn3nc(C)c(C)nc3n2)cc1	-26
CC1(C)Cc2c(C#N)c(NCc3ccco3)nc(-c3ccco3)c2CO1	-17
COCCOC(=O)c1cc(C(=O)c2cc(F)ccc2O)coc1=N	7
CCCCCOC(=O)Cc1c(O)c2ccccc2[nH]c1=O	1
CN1C(=O)c2cccc3c(S(=O)(=O)NCc4ccco4)ccc1c23	4

Gathered by group, those above with two or more sulfur atoms (3)
SMILES	MMP13 inhibition
C=CCn1c(N)c(S(=O)(=O)c2cccs2)c2nc3ccccc3nc21	7
O=S(=O)(NCCC1=CCCCC1)c1cccc2nsnc12	-1
O=C(Nc1nccs1)c1cccc(S(=O)(=O)N2CCOCC2)c1	3

Further compounds follow.
SMILES	MMP13 inhibition
COC(=O)c1[nH]c2cccc(OC)c2c1NC(=O)CCN1CCN(c2ccccc2OC)CC1	9
Cn1c(C(=O)NCCCN2CCOCC2)cc2c(=O)n(C)c3ccccc3c21	8
CN(C)C(=O)CSc1cccc2cccnc12	-6
Nc1cccc(-c2nc3ccc(N)cc3s2)c1	10
Cc1cccn2c(=O)c(C=Nc3ccccc3)c(NCCO)nc12	-3
Nc1c(C(=O)NC2CC2)c2nc3ccccc3nc2n1-c1ccc2c(c1)OCO2	7
Cc1ccc(C)n1-c1ccc(N2CCOCC2)nc1	-2
Cc1ccc2c(c1)c1c3n2CCN(C(=O)Cn2c(-c4ccccc4)noc2=O)C3CCC1 (configuration not stated)	7
COc1cccc(-c2cc3nc(-c4ccccc4)cc(N4CCC5(CC4)OCCO5)n3n2)c1	30
CCCc1cc(=O)oc2cc(Oc3ncccn3)ccc12	5
CC1=C(C(=O)Nc2ccccn2)C(c2cccnc2)n2nnnc2N1 (configuration not stated)	2
Cc1cc(C)nc(N2CCC(C(=O)NCCc3ccccc3)CC2)n1	4
O=C(Oc1nsnc1N1CCOCC1)N1CCOCC1	3
Cc1ccsc1CN1CCN(c2ccccn2)CC1	-1
NC(=O)c1ccccc1N/C=C/C(=O)c1ccco1	3

Bioassay records: PubChem, The Scripps Research Institute Molecular Screening Center
